BCR signal inh – inhibitors of chronic active B-cell receptor signaling. actives 0.05% (n = 340,000). ABC-DLBCL IkBa-CBG/CBR reporter, luminescence ratio, 4 h. AID 493014. Potency, µM (highest dose often 46.1 µM), inactives show at the top dose ratio change, negative = lower green/red ratio, most hits filed as inhibitors; active means well fitted inhibition curve with a large enough effect in the signal ratio, with a control signal flat, not every such curve was filed as active; inconclusive means small, poorly fitted or top-dose-only effect, or effect the other way, or a change in a side signal; the % refers to the signal ratio;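 further: potency means the concentration at half of the fitted maximal effect; plate controls were basal doxycycline-induced cells for no effect and cells given 10 µM MG132 for full effect; MG132 reads +100%, hits lower the ratio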
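Concentration-response series (up to 46 uM) were applied to TMD8 dual-reporter cells for 4 h at 37C with doxycycline. Green/red ratio, after filter-overlap correction, defined %Activity; red signal alone was normalised to basal cells and zero luminescence.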
Giardia killer – kills Giardia lamblia; Giardia lamblia trophozoite viability; activity change, % at 7.66 µM, hits read low; actives 0.15% (n = 340,000); AID 540267; in the data active means activity change below about -80%; inconclusive means between about -30% and that limit;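 further: parasites exposed to compound for two days anaerobically before the ATP read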
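Viability, read as ATP luminescence: trophozoites at 100 cells/well, compound added, 48 hrs anaerobic at 37 deg C, then 15-30 min room-temperature development before reading.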
Eya2 phos inh – blocks the phosphatase activity of human Eya2; recombinant Eya2, OMFP fluorescence dephosphorylation (OMFP is methylfluorescein phosphate); O00167; Potency, µM (doses to about 76.9 µM), inactives show top-dose activity, negative = inhibition, hits mostly inhibitors; AID 488837; actives 0.006% (n = 330,000); further: potency means the concentration at half of the fitted maximal effect
Target sequence (O00167 whole entry, looked up): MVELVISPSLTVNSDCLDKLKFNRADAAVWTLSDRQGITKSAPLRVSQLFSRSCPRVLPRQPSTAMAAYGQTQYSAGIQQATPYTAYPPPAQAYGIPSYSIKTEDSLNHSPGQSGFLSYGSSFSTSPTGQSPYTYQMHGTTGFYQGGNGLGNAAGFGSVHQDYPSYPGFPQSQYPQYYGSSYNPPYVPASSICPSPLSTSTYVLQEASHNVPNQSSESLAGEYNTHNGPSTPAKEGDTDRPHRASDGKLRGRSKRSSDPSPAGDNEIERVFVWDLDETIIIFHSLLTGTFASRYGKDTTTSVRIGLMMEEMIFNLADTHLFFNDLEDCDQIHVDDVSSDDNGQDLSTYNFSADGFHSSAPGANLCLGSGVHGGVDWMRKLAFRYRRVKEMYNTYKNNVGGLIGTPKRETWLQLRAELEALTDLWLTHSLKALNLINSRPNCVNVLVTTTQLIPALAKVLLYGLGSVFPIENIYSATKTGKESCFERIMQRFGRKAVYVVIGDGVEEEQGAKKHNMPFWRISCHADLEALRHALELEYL
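Eya2 (0.2 uM) preincubated 10 min at ambient with compound, then OMFP substrate added at 50 uM; 10 min reaction in 50 mM HEPES pH 7.5, 50 mM NaCl, 5 uM MgCl2, 0.05% BSA, 1 mM DTT. Fluorescence read at Ex 485/Em 525 nm.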
KCNH2 3.1 inh – inhibitors of human KCNH2 3.1 potassium channel isoform; activity change, % (tested at about 1.8 µM); AID 720553; U2OS KCNH2 3.1, thallium flux FluxOr; active compounds read low; actives 0.95% (n = 340,000);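 active means maximum activity change below -70%; inconclusive means maximum activity change from -70% to -50%; inactive means maximum activity change above -50%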;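 further: thallium influx rate constant from kinetic fluorescence after stimulation buffer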
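FluxOr-based Tl+ influx in U2OS cells transduced with KCNH2 3.1 virus; rate constants normalized to DMSO controls.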
B2AR arrestin – agonists driving beta-arrestin recruitment to human beta2-adrenergic receptor; P07550; beta-arrestin recruitment to beta2AR, cell-based reporter; Potency, µM (series often up to 46.1 µM), without a hit: top-dose activation, actives largely listed as activators; actives 0.02% (n = 330,000); AID 492947;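 further: potency means the concentration at half of the fitted maximal effect; 0% = DMSO controls and full agonism = EC100 isoproterenol or metaproterenol; nearly all actives have a fitted effect of over 65% in size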
PKM2 act – PKM2 (human) enzyme activation | P14618 | purified PKM2, Kinase-Glo ATP luminescence, activation; response scale: 0% is enzyme alone, no compound | Potency, µM (series often up to 57.5 µM), for the others: top-dose activation, actives largely listed as activators | actives 0.34% (n = 260,000); further: potency means the concentration at half of the fitted maximal effect; nearly all actives have a fitted effect of over 55% in size
Target sequence (P14618 whole entry, looked up): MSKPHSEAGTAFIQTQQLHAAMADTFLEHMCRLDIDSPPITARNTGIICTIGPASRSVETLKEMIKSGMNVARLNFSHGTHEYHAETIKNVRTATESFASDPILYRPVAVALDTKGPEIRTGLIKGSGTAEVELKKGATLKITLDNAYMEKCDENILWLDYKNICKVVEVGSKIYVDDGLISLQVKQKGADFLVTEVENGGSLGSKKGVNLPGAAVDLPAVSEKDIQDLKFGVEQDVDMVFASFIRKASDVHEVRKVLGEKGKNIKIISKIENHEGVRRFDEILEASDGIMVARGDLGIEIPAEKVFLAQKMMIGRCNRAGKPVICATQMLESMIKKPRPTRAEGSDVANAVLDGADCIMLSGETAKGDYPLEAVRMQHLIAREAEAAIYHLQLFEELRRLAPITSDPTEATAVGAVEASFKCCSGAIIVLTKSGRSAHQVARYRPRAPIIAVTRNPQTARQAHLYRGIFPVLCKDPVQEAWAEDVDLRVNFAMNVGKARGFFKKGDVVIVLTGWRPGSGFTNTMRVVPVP
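Purified hPK-M2 (>95% pure) converted ADP (0.1 mM final) to ATP with 0.5 mM PEP in 50 mM imidazole pH7.2, KCl, MgCl2, Tween 20, BSA; 1 h at room temperature. ATP detected by Kinase-Glo luminescence.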
uPA surface inh – cell surface uPA generation inhibition | cell surface uPA generation assay, qHTS | Potency, µM (series often up to 38.3 µM), inactives show at the highest dose activity change, negative = inhibition, hits mostly inhibitors | actives 0.31% (n = 330,000) | AID 540303; active means well fitted inhibition curve with a large enough effect; inconclusive means small, poorly fitted or top-dose-only effect; inactive means no such curve, though single readings can be large or run the other way; tested in mouse RAW 264.7 cells; further: potency means the concentration at half of the fitted maximal effect; nearly all actives have a fitted effect of over 55% in size
USP2a block – inhibitors of human ubiquitin-specific protease USP2a; USP2 core, Ub-CHOP2 coupled fluorogenic reporter, 485/531; actives 0.01% (n = 330,000); O75604; Potency, µM (doses to about 38.3 µM), for inactives: at the highest dose activity change, negative = inhibition, hits mostly inhibitors;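 further: potency means the concentration at half of the fitted maximal effect; plate controls were DMSO wells for no effect and full inhibition by NEM control for full effect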
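USP2 core (10nM final) preincubated 30min RT with compound in 20mM Tris-HCl pH 8.0, 2mM CaCl2, 2mM beta-mercaptoethanol, 0.05% CHAPS; 25nM Ub-CHOP2 plus 25nM reporter substrate added, fluorescence (Ex485/Em531) read after 60min.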
GALK inh – inhibitors of human galactokinase; P51570; actives 0.007% (n = 270,000); Purified GALK, Kinase-Glo residual ATP luminescence; Potency, µM (highest dose often 57.5 µM), for inactives: at the top dose activity change, negative = inhibition, actives largely listed as inhibitors; further: potency means the concentration at half of the fitted maximal effect
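5 nM enzyme, 35 uM ATP, 100 uM galactose, 20 mM HEPES pH8.0, 5 mM MgCl2; 1 h RT; residual ATP by Kinase-Glo Plus luminescence, qHTS format.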
hERG WT inh – KCNH2 (human, wildtype) channel inhibition. Q12809. U2OS, BacMam KCNH2, thallium flux FluxOr; active compounds read low. activity change, % at 1.84 µM. actives 0.37% (n = 340,000). AID 720551;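 active means maximum activity change below -70%; inconclusive means maximum activity change between -70% and -50%; inactive means maximum activity change above -50%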
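U2OS cells were transduced with wild-type KCNH2 virus (2.03 x 10^8 / mL) for 4 h at room temperature, then cultured overnight at 37 C. Thallium flux was read with FluxOr dye. Rate constants were normalized to DMSO controls.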
Coupling enz – coupling enzyme interference in Giardia aldolase counter-screen. coupling enzyme system counterscreen, AmpLite Red fluorescence. activity change, negative = inhibition, % at 58.2 µM, hits read low. actives 0.67% (n = 290,000). AID 2472; in the data active means activity change below about -30%
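Final compound at 57.5 uM, incubated 10 min at RT with coupling enzyme reagent (glyceraldehyde-3-phosphate), then 20 min with substrate and AmpLite Red detection. Fluorescence read at 525/598 nm; tests interference with the coupling assay, not aldolase inhibition.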
An asterisk follows results filed as active; ? = inconclusive; · = no result given; [ ] = remark or other dose. Unless noted, the call rests on the fitted dose curve; in most records, active means well fitted curve in the direction sought with a large enough effect; inconclusive means small, poorly fitted or top-dose-only effect, or another doubt; inactive means no such curve, though single readings can be large; an effect the other way counts as inactive or inconclusive. Unless noted, on the % scale 0 is the no-effect control and ±100 the full control effect. The order is random; 2.4% or so of the library scored in one or more.

SMILES	BCR signal inh	Giardia killer	Eya2 phos inh	KCNH2 3.1 inh	B2AR arrestin	PKM2 act	uPA surface inh	USP2a block	GALK inh	hERG WT inh	Coupling enz
CCc1ccc(CN2CCC(Oc3ccc(C(=O)N4CCCCC4)cc3)CC2)cc1	-5%	30	-11%	·	-1.3%	0%	-9%	2%	-2%	-22	·
O=C(O)CSc1nc(-c2ccccc2)nc2c1oc1ccccc12	2%	-4	1%	11	-0.6%	4%	-4%	2%	1%	4	17
Cc1ccc2cc(C(c3nnnn3C3CCCC3)N(Cc3ccccc3)Cc3ccco3)c(=O)[nH]c2c1 (configuration not stated)	0%	10	18%[15.4 µM]	?	0.4%	19%	-1%	-4%	2%	-8	-3
COc1ccc(NCC(=O)N/N=C(\C)c2cc3ccccc3o2)cc1	1%	-8	-6%	-6	-0.4%	-4%	-6%	0%	1%	17	-2
Cc1nnc(C)n1/N=C/c1ccc(-c2ccccc2)cc1	-6%	-14	17%	20	-0.5%	-4%	0%	-6%	-2%	-6	1
Brc1ccc(-n2c(SCc3nc4ccccc4[nH]3)nnc2-c2ccncc2)cc1	11%	-3	1%	20	-0.3%	11%	3%	0%	-6%	8	13
Cc1ccc(C2NNC(=O)C2NC(=O)c2ccccc2)cc1 (configuration not stated)	?	-9	8%	-2	-0.1%	8%	4%	1%	-1%	1	-15
O=C(c1cn(-c2ccccc2)nc1-c1ccc(Br)cc1)N1CCOCC1	-12%	7	-2%	0	0.0%	0%	-5%	0%	·	5	-2
CCc1ccc(N=C2NC(=O)/C(=C/c3cc(OC)c(OC)c(OC)c3)S2)cc1	-15%	-9	-3%	-17	-0.3%	1%	6%	1%	-6%	13	-1
O=C(O)CCn1c(SCCOc2ccccc2F)nc2ccccc21	2%	-4	6%	-14	-0.2%	2%	-3%	4%	-7%	4	-5
CC(C#N)Sc1ncnc2sc3c(c12)CCC3 (configuration not stated)	-9%	-6	1%	11	-1.0%	3%	-10%	-4%	0%	-1	5
COc1ccc(C(=O)O)cc1S(=O)(=O)N(C)C	-1%	-19	-21%	28	0.0%	5%	-2%	4%	-1%	-10	-1
O=C1/C(=C/c2cccnc2)Cc2ccc(Cl)cc21	0%	14	-9%	26	0.0%	·	12%	0%	·	-3	·
NS(=O)(=O)c1ccc(CCNC(=O)c2ccc([N+](=O)[O-])s2)cc1	-5%	-8	-20%	-2	-0.2%	·	-19%	-1%	5%	6	2
COc1ccc(NC(=S)N2CCN(C/C=C/c3ccccc3)CC2)cc1OC	-7%	-5	6%	-1	0.3%	0%	1%	-6%	-1%	-2	2
CCC(C(=O)NCc1ccccn1)n1c2ccccc2c2nc(=O)cc(C)n21 (configuration not stated)	1%	-7	5%	-1	-0.1%	·	4%	3%	3%	-36	·
CC(Sc1nnc(-c2cccnc2)o1)C(=O)NC1CCCC1 (configuration not stated)	-4%	-3	14%	6	0.2%	·	3%	3%	·	5	·
COc1ccc(CCn2c(=S)[nH]c3cc(C(=O)NCc4ccco4)ccc3c2=O)cc1OC	5%	0	2%	-7	-1.1%	-1%	3%	-7%	0%	-8	6
CCOC(=O)C(Oc1ccc2c(-c3ccccc3)cc(=O)oc2c1)c1ccccc1 (configuration not stated)	3%	2	2%	-35	-0.1%	0%	-6%	-3%	0%	?	-2
COc1cc(OC)c(C(=O)Oc2ccc3c(c2)OCO3)cc1OC	-22%	5	1%	13	-0.2%	-14%	-10%	0%	2%	-5	-1
Cc1ccc(S(=O)(=O)Nc2ccccc2N2CCCCC2)cc1	?	16	-19%	5	0.1%	·	?	5%	·	-8	·
COc1cccc(OC)c1C(=O)Nc1ccc2c(c1)N(S(=O)(=O)c1cccs1)CCC2	0%	0	5%	-12	-0.1%	-10%[0.46 µM]	0%	-4%	6%	-3	-7
COc1ccc(/C=N/NC(=O)CCc2n[nH]c(=O)[nH]c2=O)cc1OC	9%	-7	-2%	8	0.3%	-17%	-1%	0%	0%	-4	-2
CC(C)=CC(O)C/C(C)=C/COc1ccc2ccc(=O)oc2c1 (configuration not stated)	-7%	15	15%	3	0.0%	0%	?	-1%	-2%	4	-1
COc1ccc2nc(SCC(=O)Nc3cc(OC)c(OC)cc3C(=O)O)c(C)cc2c1	25%	0	10%	-1	-0.3%	-1%	-2%	0%	0%	-8	4
O=c1cnn(Cc2ccc(Cl)c(Cl)c2)c2ccccc12	-1%	-27	-3%	-5	0.3%	3%	-1%	1%	12%	-2	3
CC1CCCCC1NC(=O)c1c(O)nc2ccccn2c1=O (configuration not stated)	11%	-8	-11%	0	-0.2%	·	-3%	1%	·	2	·
Cc1ccc(C(=O)NCCCNC(=O)COc2ccc(Cl)cc2)cn1	6%	-5	3%	7	-0.6%	2%	-3%	0%	-1%	-26	1
CN1CCN(c2ccccc2NC(=O)c2cc3ccccc3o2)CC1	-13%	-9	-1%	9	0.1%	-3%	·	3%	0%	-21	-1
CCc1nnc(NC(=O)CSc2ncc(-c3ccccc3)[nH]2)s1	?	8	-9%	5	0.1%	-4%	·	6%	0%	7	3
COc1ccc(C)cc1N(CC(=O)Nc1ccc(S(=O)(=O)N2CCCC2)cc1)S(C)(=O)=O	0%	-17	-15%	0	0.4%	·	3%	2%	-2%	-4	·
CCCN1C(=O)c2ccc(C(=O)Nc3ccccc3C(=O)O)cc2C1=O	?	-1	0%	3	0.4%	·	-4%	-2%	2%	17	26
COc1cc(Cn2c(-c3ccc(O)c(OC)c3)nc3ccccc32)ccc1O	?	4	8%	8	-1.0%	1%	2%	-1%	-1%	-1	1
O=C(Nc1cccnc1)C1CCCN1S(=O)(=O)c1ccc(Cl)c(Cl)c1 (configuration not stated)	0%	5	7%	-3	0.3%	2%	-6%	1%	-2%	5	0
CCCc1nnc(NC(=O)C(=O)NCCN(CC)CC)s1	9%	-9	-15%	-22	0.3%	0%	7%	-1%	1%	0	9
O=C(COC(=O)c1cnccn1)Nc1ccc2c(c1)OCO2	?	21	18%	0	0.1%	7%	2%	3%	-1%	3	0
COc1cccc(NC(=O)COC(=O)CC2CC3CCC2C3)c1 (configuration not stated)	-1%	4	0%	2	-0.1%	·	-9%	2%	·	-7	·
COc1ccc(C2=Nn3c(nnc3-c3ccccc3OC)SC2)cc1OC1CCOC1 (configuration not stated)	8.2µM*	-8	-32%	·	3.8%	·	?	1%	·	·	·
CCN(CC)S(=O)(=O)c1ccc(OC)c(NC(=O)c2cccc(C)c2[N+](=O)[O-])c1	0%	3	1%	-5	0.0%	-32%	-20%	0%	9%	13	0
Cc1cc(Cl)cc(C)c1OCC(=O)O	1%	8	22%	2	0.5%	-2%	-1%	-1%	6%	2	3
O=C(O)CCc1ccc(-c2ccc(Cl)cc2)n1CCC(=O)O	9%	-15	-3%	-7	-0.1%	4%	-1%	-1%	0%	14	6
O=[N+]([O-])c1ccc(NNC(=S)Nc2ccccc2)cc1	?	17	-23%	-10	0.0%	-25%	3%	-12%	4%	-3	-4
O=C(CCCc1nc(-c2ccccc2)no1)NCc1cccnc1	18%	-6	4%	-17	-1.0%	0%	·	1%	4%	-34	-1
C[C@H](CO)N1C[C@H](C)[C@@H](CN(C)C(=O)NC2CCCCC2)Oc2c(NS(=O)(=O)c3cn(C)cn3)cccc2C1=O	1%	9	-8%	·	0.1%	·	14%	-3%	·	·	·
Cc1ccc(NC(=O)c2cc(-c3ccc(C)o3)nc3ccccc23)nc1	-1%	19	17%	-3	-0.8%	?	-20%	5%	3%	-5	-1
Cc1cc(C)c2[nH]c(C(=O)Nc3ccc(F)cc3Br)cc2c1	-7%	-6	-7%	-6	-0.5%	·	-11%	-5%	-1%	-23	2
Cc1cc(C)n(CC(O)CN2C(=O)NC(C)(C)C2=O)n1 (configuration not stated)	0%	27	18%	2	-0.6%	-2%	4%	-5%	-1%	-7	-2
COc1ccc(-c2coc3c(CN4CCOCC4)c(O)ccc3c2=O)cc1	?	10	-11%	7	-0.2%	-2%	10%	7%	-1%	7	0
O=C(O)CCC(=O)N1CCOc2ccc(Cl)cc21	0%	30[activator]	-6%	6	0.2%	-4%	-5%	-1%	6%	12	0
CC1(C)CC(=O)C(=CN2CCN(C(=O)c3ccco3)CC2)C(=O)C1	1%	-9	-22%[15.4 µM]	-3	0.0%	-7%	-4%	3%	2%	6	-1
CCOC(=O)c1nnn(-c2nonc2-n2cccc2)c1CN1CCCCC1	8%	-2	-14%	-26	0.4%	-2%	2%	0%	1%	9	2

For convenience, some entries already given.
SMILES	BCR signal inh	Giardia killer	Eya2 phos inh	KCNH2 3.1 inh	B2AR arrestin	PKM2 act	uPA surface inh	USP2a block	GALK inh	hERG WT inh	Coupling enz
CC1(C)CC(=O)C(=CN2CCN(C(=O)c3ccco3)CC2)C(=O)C1	1%	-9	-22%[15.4 µM]	-3	0.0%	-7%	-4%	3%	2%	6	-1
CCOC(=O)c1nnn(-c2nonc2-n2cccc2)c1CN1CCCCC1	8%	-2	-14%	-26	0.4%	-2%	2%	0%	1%	9	2
